Efflux pump mplx – inhibitors of Candida antifungal efflux pumps expressed in yeast | S. cerevisiae Candida pump triplex, Nile Red efflux | inhibition, % at 10 µM | 330,000 tested, 0.44% active | AID 485275;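 active means plate passing quality check with inhibition over a set limit, or well fluorescence over plate mean plus 4 SD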;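 further: Nile Red retained in pooled yeast measured as flow cytometry median fluorescence; 0% = buffer negative control and 100% = Enniatin B positive control; higher means more Nile Red kept so more efflux inhibition; some compounds called inactive have numbers as strong as hits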
VLA-4 inh – inhibition in a human VLA-4 binding assay; P13612; VLA-4 expressing cells, ligand binding flow cytometry; inhibition, % (about 7 µM as worked out from the volumes in the protocol); 330,000 tested, 0.2% active; in the data active means inhibition above about 50%
MCL1-BIM inh – disrupts human MCL1 binding to BIM-BH3 peptide. inhibition, % at 10.9 µM. 320,000 tested, 0.68% active. GST-MCL1 / FITC-Bim-BH3 fluorescence polarization. Q07820;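 active means inhibition above the mean inhibition of all tested compounds plus 3 SD, set per campaign, cut at about 40% in these data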;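 further: 0% = DMSO wells and 100% = unlabeled Bim-BH3 peptide control; higher means more loss of mP so more displacement of Bim peptide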
Target sequence (Q07820 whole entry, looked up): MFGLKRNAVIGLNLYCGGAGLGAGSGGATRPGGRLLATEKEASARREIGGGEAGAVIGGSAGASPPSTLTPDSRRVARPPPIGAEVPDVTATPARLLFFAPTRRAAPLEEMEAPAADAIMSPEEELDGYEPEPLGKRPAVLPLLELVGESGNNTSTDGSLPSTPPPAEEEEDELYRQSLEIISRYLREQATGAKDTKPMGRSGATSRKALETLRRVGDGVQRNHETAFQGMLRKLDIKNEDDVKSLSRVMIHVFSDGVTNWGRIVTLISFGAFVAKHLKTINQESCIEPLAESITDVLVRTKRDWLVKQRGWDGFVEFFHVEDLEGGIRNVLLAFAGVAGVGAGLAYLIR
Fam108B counter – counter-screen for RBBP9 inhibitors: inhibitors of mouse Fam108B; recombinant Fam108B, FP-Rh probe fluorescence polarization; 300,000 tested, 0.33% active; AID 1947; inhibition, % at 9.51 µM;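 active means inhibition above the screen mean inhibition plus 3 SD, computed separately per campaign, cut at about 18% in these data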;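 further: inhibitors lower polarization as less probe binds the enzyme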
MEX-5 binding – C. elegans MEX-5 TCR-2 RNA binding activity; activity score (negative = inhibition of binding), % at 10 µM; MEX-5/FITC-TCR2 RNA binding, fluorescence polarization; hits give low values; AID 1832; 300,000 tested, 0.38% active; Q9XUB2;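 active means inhibition past about -25% in most replicates, and total fluorescence under double the plate's negative control median, limit read from the data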;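 further: 0% = DMSO and -100% = 5 µM competing unlabeled TCR2 RNA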
PME-1 primary – PME-1 (human) inhibition. recombinant PME-1, FP-Rh probe fluorescence polarization. inhibition, % at 5.9 µM. 320,000 tested, 0.53% active;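 active means inhibition above the campaign mean of all compounds plus 3 SD, cut at about 26% in these data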;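 further: competitive labeling of PME-1 active site by serine hydrolase directed probe; 0% = PME-1 with DMSO and 100% = wells lacking PME-1 enzyme; inhibitors block probe labeling so polarization falls and inhibition rises; many of its hits are not listed in these tables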
GRK2 inh – inhibitors of human GRK2 displacing RNA aptamer | P25098 | bead flow cytometry, FAM-aptamer displacement from GRK2 | inhibition of aptamer binding, % at 10 µM | 330,000 tested, 0.59% active | AID 488847;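 active means inhibition of aptamer binding above 40%, roughly 3 SD of noise, on plates passing a quality check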;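 further: median bead fluorescence of bound FAM aptamer so fluorescent compounds give negative values; no value below 0 was filed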
GLD-1 RNA inh – GLD-1-TGE RNA interaction inhibition (C. elegans). Q17339. purified GLD-1 + fluorescein TGE RNA, fluorescence polarization. inhibition, % at 5.96 µM. 320,000 tested, 0.44% active;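 active means percent inhibition above a per-plate cutoff, the plate mean of test compounds plus 3 SD, cut at about 30% in these data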;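 further: 0% = DMSO wells with GLD-1 and probe and 100% = wells lacking GLD-1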
Target sequence (Q17339 whole entry, looked up): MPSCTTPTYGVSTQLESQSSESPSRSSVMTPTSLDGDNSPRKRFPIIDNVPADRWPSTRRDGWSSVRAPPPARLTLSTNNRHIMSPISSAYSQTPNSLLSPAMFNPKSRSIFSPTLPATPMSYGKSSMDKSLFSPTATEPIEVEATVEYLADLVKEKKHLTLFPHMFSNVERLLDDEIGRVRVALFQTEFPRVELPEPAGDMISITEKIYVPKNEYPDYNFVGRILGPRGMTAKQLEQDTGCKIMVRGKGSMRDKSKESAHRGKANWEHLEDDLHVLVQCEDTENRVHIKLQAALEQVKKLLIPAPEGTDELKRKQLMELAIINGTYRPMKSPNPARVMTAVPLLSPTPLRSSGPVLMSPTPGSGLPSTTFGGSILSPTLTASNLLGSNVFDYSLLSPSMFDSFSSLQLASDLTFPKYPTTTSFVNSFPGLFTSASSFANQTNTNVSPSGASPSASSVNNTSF
BCLXL inh – Bcl-xL (human) inhibition; inhibition, % at 10.9 µM; GST-Bcl-xL / FITC-Bim BH3 peptide fluorescence polarization; 320,000 tested, 0.7% active;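 active means inhibition above the mean of all tested compounds plus 3 SD, cutoff set per campaign, cut at about 30% in these data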;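 further: 0% = DMSO wells and 100% = unlabeled Bim-BH3 peptide competitor; inhibitors lower millipolarization by displacing the labeled peptide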
Target sequence (Q07817 whole entry, looked up): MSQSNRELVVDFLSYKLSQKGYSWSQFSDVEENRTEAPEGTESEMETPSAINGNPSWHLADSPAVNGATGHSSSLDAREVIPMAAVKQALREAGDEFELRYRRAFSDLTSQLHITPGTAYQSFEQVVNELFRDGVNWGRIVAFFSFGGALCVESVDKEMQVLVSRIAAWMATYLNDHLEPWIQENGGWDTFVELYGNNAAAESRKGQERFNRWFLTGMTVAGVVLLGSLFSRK
* marks the source's active call; other numbers are inactive results; / = not tested or not shown.

SMILES | Efflux pump mplx | VLA-4 inh | MCL1-BIM inh | Fam108B counter | MEX-5 binding | PME-1 primary | GRK2 inh | GLD-1 RNA inh | BCLXL inh
COc1ccc(S(=O)(=O)NC2CC2)cc1Br | 0.0 | 16 | 0 | -4 | -2.9 | -3 | 1 | -6 | 1
O=C(CSc1ccc2nnc(-c3cccnc3)n2n1)Nc1ccccc1C(F)(F)F | 0.2 | 14 | 0 | 3 | 0.4 | 8 | 0 | -8 | 1
Cc1ccc(C)c(S(=O)(=O)N2CCCCC2CCNC(=O)C(=O)NCCc2ccco2)c1 (stereo unspecified) | 0.1 | -3 | 4 | 1 | -1.9 | 0 | 0 | 3 | 3
C=CCn1c(C)cc(C(=O)COC(=O)CNC(=O)c2ccccc2)c1C | 0.2 | -3 | 12 | 1 | -0.8 | 1 | 3 | 0 | 3
CCCNC(=O)C1CCN(S(=O)(=O)c2ccc3c(c2)OCCO3)CC1 | -0.2 | 0 | -1 | -5 | 1.6 | -2 | 3 | 0 | -2
CC1(C)CC(=O)C2=C(C1)N=C1SCCC(=O)N1C2c1ccccc1 (stereo unspecified) | 0.1 | 0 | 4 | 1 | -2.5 | 3 | 0 | -1 | 1
O=c1[nH]c(C2CCN(S(=O)(=O)c3ccc([N+](=O)[O-])cc3)CC2)nc2c1nnn2Cc1ccccc1 | 0.0 | 2 | 1 | 4 | 0.5 | -1 | 0 | 5 | -2
O=C(NCc1ccncc1)C1CCN(S(=O)(=O)c2ccc(F)cc2)CC1 | -0.1 | 3 | -7 | -4 | 2.8 | 19 | 0 | 9 | -1
COc1ccc(/C=N/NC(=O)c2ccncc2)cc1CN1CCN(c2ccc(F)cc2)CC1 | 0.3 | 7 | -5 | -3 | 1.7 | -4 | 0 | -4 | 5
Nc1c(C(=O)OCC2CCCO2)c2nc3ccccc3nc2n1C1CCCC1 (stereo unspecified) | 0.1 | 17 | 3 | 2 | -1.4 | 4 | 2 | 6 | 4
Cc1cc2c(nn1)CCc1nonc1-2 | -0.1 | 19 | -2 | 0 | 1.2 | 1 | 1 | -30 | 2
COc1ccccc1NC(=O)N(CCN1CCCC1)Cc1cc2cc(C)ccc2[nH]c1=O | -0.1 | -1 | -2 | 0 | 0.2 | 1 | 0 | 0 | -2
Cc1ccc(C)c(NC(=O)C(C)N2C(=O)c3ccccc3C2=O)c1 (stereo unspecified) | 0.3 | 0 | 0 | -2 | -3.1 | 0 | 4 | -4 | 2
O=C(CSc1nnc(-c2ccco2)o1)NC(=O)C1COc2ccccc2O1 (stereo unspecified) | -0.1 | 7 | 16 | 0 | -1.9 | -4 | 0 | 2 | 8
CCCn1c(SCC(=O)c2[nH]c(C)c(C(C)=O)c2C)n[nH]c1=O | -0.1 | -5 | -5 | -3 | -1.1 | -1 | 1 | -1 | -6
COc1ccccc1NC(=O)C(Sc1ccccc1)c1ccccc1 (stereo unspecified) | 0.1 | 10 | 9 | -3 | 0.2 | -4 | 2 | -4 | 6
Cc1cc([N+](=O)[O-])ccc1Nc1nc2ccccc2n2cnnc12 | -0.1 | -7 | 10 | 5 | 1.7 | 4 | 0 | -3 | -6
O=S(=O)(c1ccccc1)c1ccc(C(F)(F)F)cn1 | 0.1 | 4 | -3 | -2 | -0.8 | -2 | 2 | -1 | 2
Cc1ccc(Nc2ccccc2)cc1 | 0.0 | -8 | 6 | 0 | -0.9 | 3 | 0 | -2 | 4
CN1C(=S)N(c2cccnc2)C(=O)/C1=C\c1ccc(C(C)(C)C)cc1 | 0.7 | 12 | 5 | -1 | 1.4 | -1 | 7 | 5 | 0
CC/C(=N\NC(=S)NC(C)C)c1ccc(OC(F)F)cc1 | 0.0 | 1 | 1 | -1 | 2.7 | 2 | 0 | -11 | 2
CCC(Sc1nc2ccccc2c(=O)n1CCN1CCOCC1)C(=O)NCc1cccnc1 (stereo unspecified) | 0.0 | 1 | 10 | 1 | -0.5 | 0 | 5 | -2 | 3
CCOC(=O)C1(CCCc2ccccc2)CCN(CC(O)CO)CC1 (stereo unspecified) | 0.1 | 22 | 0 | 1 | -0.5 | -3 | 0 | -8 | 5
CCOC(=O)c1c(NC(=O)C(Sc2ccccc2)c2ccccc2)sc(C(=O)N(C)C)c1C (stereo unspecified) | -0.5 | 1 | 11 | -4 | -1.3 | -4 | 1 | 0 | 0
COc1ccccc1CNC(=O)CSc1nc(C)cs1 | 0.1 | 5 | 1 | -3 | 1.9 | 6 | 0 | 5 | 7
CSc1cc(N2CCOCC2)nc(-c2ccccc2Cl)n1 | 0.6 | -4 | -10 | 3 | -3.0 | 1 | 3 | 1 | -6
COc1cccc(OCCSc2nc3ccccc3c(=O)[nH]2)c1 | 0.1 | 4 | 5 | 0 | 1.1 | -11 | 3 | -1 | 4
COc1ccc(OC)c(C(C)NC(=O)C(C)n2cc([N+](=O)[O-])cn2)c1 (stereo unspecified) | -0.2 | 20 | -6 | / | / | -4 | 0 | 2 | 0
C=CCn1c(SCc2nc3sc4c(c3c(=O)[nH]2)CCCC4)nc2ccccc2c1=O | 0.3 | 7 | -33 | -6 | 1.5 | -11 | 3 | 2 | -12
O=C(NCCCl)Nc1ccccc1NS(=O)(=O)c1cccs1 | 0.1 | -2 | / | / | / | / | 0 | 2 | /
COc1cccc(/C=N/NC(=O)CNC(=O)c2ccc(S(=O)(=O)N3CCOCC3)cc2)c1OC | 0.0 | -2 | -2 | 4 | 1.3 | -1 | 1 | 7 | 6
CC(=O)c1cc2c(O)c(O)ccc2o1 | 0.1 | -2 | 24 | -3 | -0.2 | -3 | 0 | 10 | 34*
CCCc1cc(=O)[nH]c(SCC(=O)N2CCc3ccccc32)n1 | 0.0 | 16 | / | / | / | / | 3 | 2 | /
NS(=O)(=O)c1cccc(-n2cnnn2)c1 | -0.1 | -1 | -3 | -1 | -0.3 | -2 | 2 | 0 | 0
O=C(C[n+]1ccc(/C=N/O)cc1)NCc1ccccc1 | 0.0 | 13 | 0 | 0 | 2.9 | -4 | 19 | -3 | 7
Cc1cc(C)n(CCc2nc(-c3ccc(F)cc3)cs2)n1 | 0.1 | 8 | -2 | -1 | 0.1 | -4 | 3 | 3 | 6
Cc1cc(C)c(S(=O)(=O)Nc2ccc[nH]c2=O)c(C)c1 | 0.0 | -9 | -3 | -1 | 0.0 | 6 | 1 | 10 | 4
COCCNC(=O)c1c[nH]c2ccc(S(=O)(=O)N(C)c3ccc(C)c(C)c3)cc2c1=O | 0.0 | -7 | -5 | -6 | -0.6 | -4 | 0 | -1 | 5
COc1ccc(N2CCN(CCCNC(=O)c3ccc(CS(=O)(=O)c4ccc(OC)cc4)o3)CC2)cc1 | -0.1 | -17 | -5 | 2 | 0.9 | -3 | 0 | 0 | 4
CCN1C(=O)C2(C(C#N)=C(N)Oc3n[nH]c(-c4ccccc4)c32)c2ccccc21 (stereo unspecified) | 0.2 | 6 | 0 | 4 | -2.3 | 1 | 8 | 0 | 5
Nc1nnnn1/N=C/c1ccc(O)cc1 | -0.1 | -8 | -1 | -3 | 0.3 | -5 | 4 | 4 | 7
O=C(Nc1ccc(F)cc1F)N1CCN(CCc2ccccc2)CC1 | 0.1 | 0 | 1 | -3 | 0.4 | -2 | 0 | 4 | -1
COc1ccc(/C=C2\CCn3c2nc2cc(C(=O)O)ccc2c3=O)cc1OC | -0.1 | -2 | 1 | -3 | -2.1 | 1 | 1 | 7 | -1
Cc1ccc(CCNC(=O)c2ccc3nc4ccccc4c(=O)n3c2)cc1 | 0.2 | -14 | -4 | -10 | -0.9 | -9 | 0 | -2 | 2
CN(C)S(=O)(=O)c1cccc(-c2cn3ccccc3n2)c1 | -0.1 | -6 | 1 | 5 | -2.7 | 4 | 0 | -6 | 7
O=C(N/N=C/c1cccc(NC(=O)c2ccc(Cl)cc2)c1)c1ccc(O)cc1 | 0.1 | -11 | 9 | -11 | -0.2 | -20 | 3 | 3 | 3
CC(C)c1ccc2[nH]c(O)c(N=NC(=O)c3cccc(S(=O)(=O)N4CCCCC4)c3)c2c1 | -0.6 | 2 | -4 | 8 | -2.8 | 53* | 7 | -2 | 2
O=C(Nc1ccccc1Cl)O/N=C(/c1ccccc1)c1ccccn1 | -0.1 | 10 | -7 | 6 | 0.5 | 3 | 0 | -4 | -5
Cc1cc(/C=C(\C#N)C(=O)Nc2ccccc2)c(C)n1-c1ccc2c(c1)OCO2 | -4.2 | 4 | -9 | -7 | -0.3 | -15 | 4 | 7 | -2
CN1CCN(C2=NC(=O)/C(=C/c3ccccc3OS(=O)(=O)c3ccccc3)S2)CC1 | 0.0 | 1 | 9 | -3 | -1.0 | 6 | 0 | -9 | 3
NS(=O)(=O)c1ccc(CNC(=O)CNC(=O)c2ccc(F)cc2)cc1 | 0.0 | -4 | -2 | 6 | 1.3 | 2 | 5 | 3 | 1
O=C(CC1(O)C(=O)Nc2ccccc21)c1cccnc1 (stereo unspecified) | 0.0 | 9 | 8 | -3 | -1.7 | 2 | 3 | 0 | 4
CNC(=S)NNS(=O)(=O)c1ccc(OC)cc1OC | -0.3 | 0 | 6 | 1 | 0.4 | 2 | 3 | -9 | 3
NC(=O)c1ccc(NC(=O)COC(=O)C(Cc2ccccc2)NC(=O)c2ccccc2)cc1 (stereo unspecified) | -0.2 | 4 | -5 | 5 | 0.6 | -3 | 2 | -3 | 1
S=C(Nc1ccc2nsnc2c1)N1CCCC1 | 0.1 | 4 | 21 | 3 | -3.7 | 1 | 6 | 3 | 19
COC(=O)c1ccc(COc2ccc3c4c(c(=O)oc3c2)CCC4)o1 | 0.0 | 7 | 5 | 4 | 1.6 | -4 | 0 | 1 | 6
COc1ccc(N(CC(=O)NCc2ccccc2C)S(=O)(=O)c2ccc(C)cc2)cc1OC | -0.3 | 11 | -1 | -3 | -1.0 | -2 | 2 | -4 | -3
O=C1NC2(CCCCC2)C(=O)N1c1ccccc1 | 0.4 | 8 | 2 | -9 | 2.2 | -1 | 0 | 1 | 2
Cc1ccc(OCC(=O)N/N=C/c2cn(Cc3ccccc3)c3ccccc23)cc1 | 0.1 | 14 | 5 | 2 | 1.0 | 7 | 2 | 2 | 3
COc1ccc(NC2CCCN(C(=O)c3c(C)noc3C)C2)cc1 (stereo unspecified) | 0.0 | 2 | 10 | 3 | 4.7 | 5 | 6 | 5 | 2

An excerpt of these results, as tab-separated lines:
smiles	Efflux pump mplx	VLA-4 inh	MCL1-BIM inh	Fam108B counter	MEX-5 binding	PME-1 primary	GRK2 inh	GLD-1 RNA inh	BCLXL inh
Cc1cc(/C=C(\C#N)C(=O)Nc2ccccc2)c(C)n1-c1ccc2c(c1)OCO2	-4.2	4	-9	-7	-0.3	-15	4	7	-2
CN1CCN(C2=NC(=O)/C(=C/c3ccccc3OS(=O)(=O)c3ccccc3)S2)CC1	0.0	1	9	-3	-1.0	6	0	-9	3

An excerpt from above in order of their number in VLA-4 inh, descending:
molecule,Efflux pump mplx,VLA-4 inh,MCL1-BIM inh,MEX-5 binding,PME-1 primary,GRK2 inh,GLD-1 RNA inh,BCLXL inh
Cc1ccc(OCC(=O)N/N=C/c2cn(Cc3ccccc3)c3ccccc23)cc1,0.1,14,5,1.0,7,2,2,3
COc1ccc(N(CC(=O)NCc2ccccc2C)S(=O)(=O)c2ccc(C)cc2)cc1OC,-0.3,11,-1,-1.0,-2,2,-4,-3
COc1ccc(NC2CCCN(C(=O)c3c(C)noc3C)C2)cc1 (stereo unspecified),0.0,2,10,4.7,5,6,5,2

Some of the compounds tested, so the mix of outcomes need not match the whole.
